Assay outcomes as filed in PubChem BioAssay.
ERG-DNA inh: inhibitors of human ERG Ets domain-DNA interaction | hit rate 0.028% among 370,000 | Potency, µM (doses to about 76.9 µM), inactives show at the highest dose FP activity, negative = inhibition, most hits filed as inhibitors | fluorescence polarization, His-ERG Ets domain / labelled DNA | P11308 | AID 624246; active = well fitted inhibition curve with a large enough effect in the polarisation, with a control signal flat; inconclusive = small, poorly fitted or top-dose-only effect, or effect the other way, or a change in a side signal; inactive = no such curve, though single readings can be large or run the other way; the % refers to the polarisation;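 note: polarization taken with two DNA probes labelled with fluorescein and Texas red; potency is the fitted concentration of half-maximal effect; % of control where 0% means no effect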
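His-tagged ERG Ets domain (1 uM in the protein solution; 300mM KCl, 50mM Tris-HCl, 1mM EDTA, 1mM DTT, pH 7.5) received compound, then a probe mix of 5 nM fluorescein-DNA and 100nM Texas-615-DNA. Fluorescence polarization was read for both dyes.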
POLB inh: blocks human DNA polymerase beta activity | P06746 | Pol beta primer extension/strand displacement, fluorescence kinetic | Potency, µM (highest dose often 114 µM), inactives show at the top dose activity change, negative = inhibition, usual class: inhibitors | hit rate 1.3% among 340,000 | AID 485314; note: potency is the fitted concentration of half-maximal effect; % is set by controls: 0 for no effect and ±100 for the full control effect
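Kinetic readout of DNA synthesis with strand displacement by Pol beta. Compound and 10 nM enzyme sit 15 min at room temperature; 50 nM substrate starts the reaction, read immediately and at 10 min.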
Pol kappa inh: DNA polymerase kappa (human) inhibition | Potency, µM (highest dose often 107 µM), without a hit: top-dose activity, negative = inhibition, usual class: inhibitors | Q9UBT6 | purified Pol kappa, fluorescent DNA synthesis assay, 10 min | hit rate 0.53% among 400,000; note: potency is the fitted concentration of half-maximal effect; % is set by controls: 0 for no effect and ±100 for the full control effect
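Kinetic fluorescence screen: compound preincubated 15 min RT with 10 nM enzyme; 50 nM substrate (final) initiates; reads at 0/10 min.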
LDHA block: LDHA (human) enzyme inhibition; purified LDHA, NADH/diaphorase-resazurin fluorescence; stronger effect = lower value; activity change, % (values are at about 110 or 230 µM); hit rate 0.15% among 480,000; AID 1347041; in the data active = activity change below about -30%; inconclusive = mostly about -25% to -30%;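 note: plate controls were DMSO wells for no effect and wells without enzyme for full effect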
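Remaining NADH was detected by diaphorase (0.133 mg/mL) converting 37 µM resazurin to fluorescent resorufin, read at 0 and 20 minutes. The preceding 5-minute room-temperature reaction used 2 nM LDHA, 0.2 mM sodium pyruvate and 0.06 mM NADH at pH 7.4.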
RGS4 inhibitor: blocks human RGS4-accelerated GTP hydrolysis. P49798. Transcreener GDP fluorescence polarization, RGS4-accelerated GTP hydrolysis. Potency, µM (top dose mostly 114 µM), without a hit: at the top dose activity change, negative = inhibition, usual class: inhibitors. hit rate 0.039% among 390,000; note: potency is the fitted concentration of half-maximal effect; % is set by controls: 0 for no effect and ±100 for the full control effect; nearly all actives have a fitted effect of over 75% in size; some results filed as inactive show a strong effect at the top dose
Target sequence (P49798 whole entry, looked up): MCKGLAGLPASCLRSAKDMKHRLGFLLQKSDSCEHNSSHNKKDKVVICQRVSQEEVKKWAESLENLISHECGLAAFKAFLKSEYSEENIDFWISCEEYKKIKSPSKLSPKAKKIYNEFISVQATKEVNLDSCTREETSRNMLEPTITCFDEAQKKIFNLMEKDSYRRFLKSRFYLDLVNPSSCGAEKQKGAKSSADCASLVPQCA
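MLSMR compounds (23 nl, pin-transferred) preincubated 10 min at room temperature with a 500nM (2x) first reagent, then RGS4 at 900nM (2x) plus Transcreener GDP mix added; fluorescence polarization (620/688 nm) read before and after 90 min at 30 °C.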
APE1 inh: blocks human APE1 abasic DNA cleavage | recombinant APE1, TAMRA/BHQ-2 abasic DNA cleavage fluorescence | Potency, µM (titrated, usually from 65.8 µM), for inactives: at the top dose activity change, negative = inhibition, actives largely listed as inhibitors | hit rate 0.35% among 350,000 | AID 2517;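 note: potency is the fitted concentration of half-maximal effect; plate controls were vehicle for no effect and reference inhibitor for full effect; nearly all actives have a fitted effect of over 55% in size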
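Readout is kinetic fluorescence (ex 525, em 598 nm) from cleavage of 50 nM TAMRA/BHQ-2 THF abasic duplex by 0.75 nM APE1, compound added 15 min beforehand at RT.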
Anesthetic bind: candidate novel general anesthetic via apoferritin binding | Potency, µM (doses to about 77.5 µM), for the others: at the highest dose activity change, negative = displacement, hits mostly inhibitors | hit rate 0.074% among 350,000 | apoferritin/1-aminoanthracene competitive binding, fluorescence | P02791; note: potency is the fitted concentration of half-maximal effect; % is set by controls: 0 for no effect and ±100 for the full control effect; nearly all actives have a fitted effect of over 20% in size
Target sequence (P02791 2-175 limits assumed): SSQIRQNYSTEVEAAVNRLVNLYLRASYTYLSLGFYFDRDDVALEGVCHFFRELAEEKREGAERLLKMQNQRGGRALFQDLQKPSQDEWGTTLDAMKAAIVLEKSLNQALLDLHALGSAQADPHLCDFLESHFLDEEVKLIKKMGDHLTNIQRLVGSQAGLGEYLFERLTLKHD
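10 uM apoferritin + 50% sat. 1-AMA, PBS; cpd 10 min RT; Ex380/Em535 endpoint; normalized to free probe vs complex; 4-param Hill fit; propofol titration as pos. ctrl.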
Pol eta inh: blocks human DNA polymerase eta activity | Potency, µM (doses to about 114 µM), for inactives: at the highest dose activity change, negative = inhibition, usual class: inhibitors | recombinant Pol eta, fluorescent DNA replication assay | AID 588591 | Q9Y253 | hit rate 1.2% among 390,000; note: potency is the fitted concentration of half-maximal effect; % is set by controls: 0 for no effect and ±100 for the full control effect
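Pol eta (10 nM) was preincubated with compounds for 15 min at room temperature, after which fluorescent replication substrate (50 nM final) was added to start the reaction. Fluorescence was read kinetically at 0 and 10 min.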
12-LOX inh: blocks human arachidonate 12S-lipoxygenase. P18054. purified 12hLO, xylenol orange hydroperoxide absorbance. Potency, µM (series often up to 108 µM), for the others: at the top dose activity change, negative = inhibition, actives largely listed as inhibitors. hit rate 1.1% among 580,000. AID 1671190; note: potency is the fitted concentration of half-maximal effect; % is set by controls: 0 for no effect and ±100 for the full control effect
Target sequence (P18054 whole entry, looked up): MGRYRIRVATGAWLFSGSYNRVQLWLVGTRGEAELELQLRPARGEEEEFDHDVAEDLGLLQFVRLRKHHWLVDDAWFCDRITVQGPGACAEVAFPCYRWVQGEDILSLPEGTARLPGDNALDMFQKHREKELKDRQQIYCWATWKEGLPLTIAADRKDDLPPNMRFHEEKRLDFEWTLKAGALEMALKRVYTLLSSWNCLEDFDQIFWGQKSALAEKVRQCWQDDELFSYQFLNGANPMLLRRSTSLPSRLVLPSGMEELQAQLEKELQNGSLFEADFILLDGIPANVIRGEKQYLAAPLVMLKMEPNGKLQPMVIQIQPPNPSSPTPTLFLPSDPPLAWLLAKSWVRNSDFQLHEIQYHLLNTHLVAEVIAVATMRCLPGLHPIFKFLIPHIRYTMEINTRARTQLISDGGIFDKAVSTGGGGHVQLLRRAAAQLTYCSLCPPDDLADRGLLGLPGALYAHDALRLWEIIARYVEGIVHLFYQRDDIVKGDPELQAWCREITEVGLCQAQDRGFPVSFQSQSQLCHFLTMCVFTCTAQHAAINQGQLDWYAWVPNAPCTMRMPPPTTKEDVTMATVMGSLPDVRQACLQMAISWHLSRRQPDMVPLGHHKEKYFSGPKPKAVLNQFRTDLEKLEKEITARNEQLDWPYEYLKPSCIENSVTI
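Hydroperoxide product was detected by ferrous iron/xylenol orange as the 573 to 405 nm absorbance ratio. Arachidonic acid at 40 uM (final) was turned over for 30 min at room temperature by 150 nM human 12hLO, pH 7.0 Hepes buffer, after 15 min compound preincubation.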
The depositor's hits bear a star; ? = inconclusive; . = not tested or not shown; [ ] = another dose, or the depositor's remark. Unless noted, calls come from the whole dose curve; as a rule, active = well fitted curve in the direction sought with a large enough effect; inconclusive = small, poorly fitted or top-dose-only effect, or another doubt; inactive = no such curve, though single readings can be large; an effect the other way counts as inactive or inconclusive. These rows are one share of the data; rates above refer to the full screens.

mol	ERG-DNA inh	POLB inh	Pol kappa inh	LDHA block	RGS4 inhibitor	APE1 inh	Anesthetic bind	Pol eta inh	12-LOX inh
COC(=O)c1ccc(C)c(NC(=O)c2nn(C)c(=O)c3ccccc23)c1	-1%	5%	-1%	-4	-4%	-6%	-10%	-2%	-10%
CCn1c2ccccc2c2nnc(SCC(=O)NC3CCS(=O)(=O)C3)nc21 (centres undefined)	-3%	-1%	-16%	-5	-14%	5%	1%	-13%	-14%
COc1cc(NC(=O)c2nnn(CC(=O)Nc3ccccc3)c2N)cc(OC)c1	4%	17%	4%	-8	-1%	.	-12%	-8%	?
COC(=O)CCNC(=O)CCc1ccc(S(=O)(=O)N2CCCCCC2)cc1	-3%	.	3%	0	11%	1%	.	1%	0%
Cc1ccc(Nc2nc(-c3c(C)nc4ccccn34)cs2)cc1	0%	-18%	-4%	6	?	-6%	-5%	-12%	?
CCc1ccc(NC(=O)C2CCN(c3cc(C)nc4c(-c5ccc(Cl)cc5)c(C)nn34)CC2)cc1	-3%	11%	1%	-7	-39%	.	-10%	-16%	-7%
C/C(=N\NC(=O)Cn1nc(C)c([N+](=O)[O-])c1C)c1ccc(O)cc1	1%	0%	-9%	-10	1%	1%	-15%	-13%	-1%
Cc1cccc(Nc2nc(C)cc(C)n2)c1	-5%	12%	-6%	2	28%	4%	-19%	9%	-22%
COC(=O)CSc1nc2ccccc2nc1SCC(=O)OC	.	0%	-10%	-3	-5%	13%	-14%	-9%	-23%
CNCC(=O)N(CC(C)C)c1c(N)n(CC(C)C)c(=O)[nH]c1=O	-1%	10%	-13%	-10	6%	-1%	-3%	-10%	41%[activator]
COC(C(=O)Nc1ccc(S(=O)(=O)Nc2ccc(F)cc2)cc1)c1ccccc1 (centres undefined)	13%	0%	-6%	3	11%	3%	-12%	0%	-27%
CCN1CCN(C(=O)C2c3cc(OC)c(OC)cc3C(=O)N3CCc4ccccc4C23)CC1 (centres undefined)	5%	33%	5%	0	?	-2%	-7%	-8%	0%
Cc1cccc(OCC(=O)NCC(=O)N/N=C/c2cc(Br)ccc2OCc2ccccc2)c1	-2%	13%	1%	-2	3%	-7%	-15%	-19%	16%
CCn1c(C)c(C(=O)O)c2cc(OC)c3ccccc3c21	-14%	-1%	-2%	2	6%	-9%	2%	-16%	35%
Cc1cc(-c2csc(N)n2)c(C)n1CCC(C)C	4%	-1%	-27%	6	-41%	1%	?	-5%	-58%
COCCNC(=O)Cn1cc(/C=C(\C#N)C(=O)NC2CC2)c2ccccc21	-12%	31%	4%	-5	-8%	18%	4%	-10%	-18%
COC(=O)c1cc(Br)c(=O)n(-c2ccccc2OC)c1	6%	6%	3%	-4	2%	0%	-6%	-5%	4%
COc1ccc(N2Cc3ccccc3C2=NC(=O)c2ccc(C)cc2)cc1OC	6%	16%	9%	5	-46%	-12%	-21%	-10%	-12%
Cc1cc(C)cc(C(=O)NCc2ccc3c(c2)OCO3)c1	6%	-2%	17%	0	-12%	18%	-22%	-8%	-11%
O=C(O)/C=C/C(=O)Nc1nc(-c2ccc3ccccc3c2)cs1	8%	.	3%	-4	-9%	.	.	26%	1%

The final 2 entries of the section above come first, to join the parts:
mol	ERG-DNA inh	POLB inh	Pol kappa inh	LDHA block	RGS4 inhibitor	APE1 inh	Anesthetic bind	Pol eta inh	12-LOX inh
Cc1cc(C)cc(C(=O)NCc2ccc3c(c2)OCO3)c1	6%	-2%	17%	0	-12%	18%	-22%	-8%	-11%
O=C(O)/C=C/C(=O)Nc1nc(-c2ccc3ccccc3c2)cs1	8%	.	3%	-4	-9%	.	.	26%	1%
Cc1ccc(NC(=O)c2cnccn2)c(C)c1	2%	0%	-3%	-1	-3%	6%	-5%	-22%	29%
NNC(=O)/C(=N/Nc1ccccc1)S(=O)(=O)c1ccc(Cl)cc1	0%	2%	-7%	1	-13%	-10%	-6%	-16%	-15%
O=C(Nc1cccc(-c2nc3ccccc3s2)c1)c1cc(-n2cnnc2)ccc1Cl	6%	23%	1%	-4	-33%	6%	-19%	-15%	.
Cc1c(/C=N/NC(=O)c2cc(C(C)(C)C)[nH]n2)c2ccccc2n1C	-10%	27%	6%	-3	8%	-4%	-12%	-21%	?
CN1C(=S)N2CCCN2C1c1ccccc1 (centres undefined)	0%	11%	-16%	-5	-3%	0%	4%	-4%	0%
CCc1ccc(NC(=O)[C@H](C)NC(=O)C2CCN(C(=O)[C@@H](N)Cc3ccccc3)CC2)cc1	8%	-3%	7%	2	-13%	-6%	-15%	-6%	.
Cc1ccc(Sc2ncccc2O)cc1	-1%	.	-12%	19	-11%	.	.	-11%	71%[activator]
Nn1c(SCC(=O)N2CCOCC2)nnc1-c1ccccc1Cl	14%	17%	-2%	-5	30%	6%	-8%	5%	27%
COc1ccc(-c2[nH]ncc2C(=O)NCc2ccccc2OC)cc1	-5%	4%	-9%	-4	-3%	.	-3%	.	-10%
COc1ccc(-n2nc(C#N)c(Cl)cc2=O)cc1	1%	0%	-8%	2	-12%	-11%	-6%	?	-10%
CCN(CC)C(=O)c1cc(-c2ccc(Cl)cc2)on1	-12%	-29%	-10%	-11	-3%	.	-10%	-7%	-12%
CCCOc1ccc(-c2nc(SCc3ccccc3)[nH]c(=O)c2C#N)cc1OC	-3%	50µM*	-7%	-1	?	8%	6%	-3%	?
Cc1ccc2ncnc(NCCCN3CCOCC3)c2c1	-11%	17%	-5%	-7	14%	-5%	-4%	2%	4%
Cc1cccc2cc(CN(Cc3ccco3)S(=O)(=O)c3ccc4c(c3)OCCO4)c(=O)[nH]c12	-6%	7%	-8%	-13	2%	-10%	-8%	-8%	-13%
Cc1ccc(C(=O)Nn2c(C)nc3ccccc3c2=O)cc1C	8%	32%	3%	-1	26%	4%	-7%	-11%	0%
C/C(=N\Nc1cccc([N+](=O)[O-])c1)c1cc(F)ccc1O	11%	14%	-14%	-9	8%	3%	-21%	-4%	?
CC1CN(C(=O)c2ccc(NS(=O)(=O)c3ccc(C(C)(C)C)cc3)cc2)CC(C)O1 (centres undefined)	-2%	1%	1%	0	4%	-4%	-18%	-18%	20%
Cc1cc(C)n(-c2ccc(C(=O)Nc3nc4ccccc4s3)cc2)n1	-9%	17%	0%	-4	-22%	-1%	?	-11%	1%
COC(=O)C1CC(=O)N(c2ccc(C)cc2)C1 (centres undefined)	-5%	2%	-6%	-6	-11%	-5%	2%	-20%	1%
CC1=C(c2ccc(C(C)C)cc2)S(=O)(=O)N=C1N1CCC(C(=O)NCCc2ccco2)CC1	-3%	-1%	-27%	-9	-26%	.	?	.	?

In the list so far, 2 contain a COOH group:
mol	ERG-DNA inh	POLB inh	Pol kappa inh	LDHA block	RGS4 inhibitor	APE1 inh	Anesthetic bind	Pol eta inh	12-LOX inh
CCn1c(C)c(C(=O)O)c2cc(OC)c3ccccc3c21	-14%	-1%	-2%	2	6%	-9%	2%	-16%	35%
O=C(O)/C=C/C(=O)Nc1nc(-c2ccc3ccccc3c2)cs1	8%	.	3%	-4	-9%	.	.	26%	1%

Later entries.
mol	ERG-DNA inh	POLB inh	Pol kappa inh	LDHA block	RGS4 inhibitor	APE1 inh	Anesthetic bind	Pol eta inh	12-LOX inh
COc1ccc(NC2CCCN(C(=O)c3cccc(C(F)(F)F)c3)C2)cc1OC (centres undefined)	3%	7%	-7%	10	-25%	-16%	?	-15%	-19%
COC(=O)c1ccc(Cn2nc(C(F)(F)F)cc2C)cc1	3%	-13%	-15%	-4	-34%	2%	?	-10%	0%
CC(C)Cc1nn2c(=O)cc(COC(=O)c3ccc(NC(=O)CCc4ccccc4)cc3)nc2s1	-3%	-14%	-12%[60.1 µM]	-6	2%	.	43%[activator]	0%	-26%
Cc1ccc(C(=O)O/N=C/c2c(Cl)n(C)c3ccccc23)cc1	-1%	43%	-2%	-5	-4%	-1%	-7%	-10%	0%
CC(C)CNCC1OCc2ccccc2CO1	-7%	1%	-8%	-13	2%	3%	-1%	-5%	-18%
CCCCN1C(=O)C(=Nc2cccc3cnccc23)c2ccccc21	-1%	-1%	-19%	12	-6%	-2%	-9%	?	-9%

One compound at a time, as listed above. Order of screens: ERG-DNA inh, POLB inh, Pol kappa inh, LDHA block, RGS4 inhibitor, APE1 inh, Anesthetic bind, Pol eta inh, 12-LOX inh
`CCCCN1C(=O)C(=Nc2cccc3cnccc23)c2ccccc21` in the list: -1%, -1%, -19%, 12, -6%, -2%, -9%, ?, -9%
`CC(C)CNCC1OCc2ccccc2CO1` in the list: -7%, 1%, -8%, -13, 2%, 3%, -1%, -5%, -18%
`CC(C)Cc1nn2c(=O)cc(COC(=O)c3ccc(NC(=O)CCc4ccccc4)cc3)nc2s1` in the list: -3%, -14%, -12%[60.1 µM], -6, 2%, ., 43%[activator], 0%, -26%
`COC(=O)c1ccc(Cn2nc(C(F)(F)F)cc2C)cc1` in the list: 3%, -13%, -15%, -4, -34%, 2%, ?, -10%, 0%
